HBB splicing: alters splicing of the hemoglobin beta chain | hit rate 0.06% among 65,000 | Potency, µM (titrated, usually from 46.1 µM), inactives show top-dose activation, most hits filed as activators | HBB splicing reporter cell assay, activation; EGFP reporter with mutant IVS2-654 intron; response scale: normalised to 500 nM splice-correcting PNA; also: potency is read from the fitted curve at half-maximal effect; 0% is about no effect
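Compounds were applied for 2 days to HeLa EGFP-654 cells, 500/well in Optimem with 2% FCS. The reporter's EGFP is disrupted by mis-splicing of beta-globin intron IVS2-654. Readout: summed well GFP fluorescence from 488 nm laser scanning; reference was 500 nM antisense […] 654 PNA.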
TexasRed autofl: compounds fluorescent in Texas Red spectral region; max dye-equivalent concentration, M; hit rate 0.06% among 59,000; Compound fluorescence, Texas Red channel, 547/618 nm; active compounds read high; in the data active = max dye-equivalent concentration above about 10 nM; inconclusive = between about 1.1 nM and that limit
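Texas Red-region profiling: compounds in 100 mM Tris pH 8.0 were read at 547/618 nm after 15 min at room temperature. Intensities were normalized against a six-point Texas Red standard series to give dye-equivalent concentration.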
HADH2 inh: blocks human hydroxyacyl-CoA dehydrogenase type II | Q99714 | recombinant HADH2, NADH fluorescence, beta-hydroxybutyryl-CoA | Potency, µM (titrated, usually from 57.1 µM), inactives show at the top dose activity change, negative = inhibition, actives largely listed as inhibitors | hit rate 3.4% among 73,000; also: potency is read from the fitted curve at half-maximal effect; % is scaled to controls: 0 for no effect and ±100 for the full control effect; nearly all actives have a fitted effect of over 60% in size; many of its hits are not listed in these tables
Target sequence (Q99714 whole entry, looked up, one chain of several): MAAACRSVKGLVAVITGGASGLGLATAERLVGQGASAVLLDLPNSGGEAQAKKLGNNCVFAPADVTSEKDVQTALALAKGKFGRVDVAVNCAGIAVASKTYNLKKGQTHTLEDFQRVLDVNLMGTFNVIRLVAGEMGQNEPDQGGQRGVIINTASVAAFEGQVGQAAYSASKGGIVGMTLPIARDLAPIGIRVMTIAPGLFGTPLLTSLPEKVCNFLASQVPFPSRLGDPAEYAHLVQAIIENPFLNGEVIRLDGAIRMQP
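His-tagged recombinant enzyme from E. coli, 20 nM, preincubated 15 min RT with compound; reaction started with 1 mM NAD+ and 90 uM beta-hydroxybutyryl-CoA in 100 mM Tris-HCl pH 9.0. NADH fluorescence (ex 360/em 450) read over 4 min; last-minus-first difference.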
4-MU autofl: 4-MU region autofluorescence. compound autofluorescence, 340/450 nm, 4-MU equivalents; active compounds read high. max dye-equivalent concentration, M. hit rate 11% among 59,000. AID 589; in the data active = max dye-equivalent concentration above about 10 nM; inconclusive = mostly about 1.1 nM to 9.6 nM
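Compounds in 100 mM Tris, pH 8.0, incubated 15 min at room temperature, then fluorescence read at 340 nm excitation/450 nm emission. Signal converted to 4-MU dye-equivalent concentration using an on-plate six-point 4-MU standard curve.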
Rhodamine autofl: rhodamine region autofluorescence; Rhodamine-region fluorescence, 547/598 nm, Tris buffer; active compounds read high; max dye-equivalent concentration, M; hit rate 0.05% among 59,000; AID 594; in the data active = max dye-equivalent concentration above about 11 nM; inconclusive = between about 1.1 nM and that limit
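qHTS spectral profiling of compounds without any target or enzyme present, in pH 8.0 Tris buffer; plates were read after a 15-minute room-temperature incubation using the rhodamine-region filter set.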
DNA Pol III inh: inhibitors of bacterial DNA polymerase III holoenzyme | reconstituted DNA polymerase III holoenzyme replication, biochemical | hit rate 0.25% among 71,000 | Potency, µM (highest dose often 57.1 µM), without a hit: top-dose activity change, negative = inhibition | AID 603; also: potency is read from the fitted curve at half-maximal effect; % is scaled to controls: 0 for no effect and ±100 for the full control effect
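Reconstituted *E. coli* holoenzyme (0.35 nM Pol III, 1 nM beta, 154 nM SSB, 2 nM primase) was preincubated with compound for 15 min at RT. Synthesis on 1.4 nM ssM13Gori ran 35 min, then was stopped with PicoGreen/EDTA and read as dsDNA fluorescence.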
UbGFP stabilizer: proteasome inhibitors stabilizing ubiquitin-GFP reporter | Ubiquitin-GFP reporter cells, proteasome inhibition, GFP fluorescence; response scale: untreated = 0%, 10 µM MG-132 = 100% | Potency, µM (highest dose often 45.9 µM), inactives show at the top dose activation (GFP accumulation), hits mostly activators | 67,000 tested, under 10 active | AID 526; active = well fitted activation curve with a large enough effect, not every such curve was filed as active; inconclusive = small, poorly fitted or top-dose-only effect, or another doubt; inactive = no such curve, though single readings can be large or run the other way; also: potency is read from the fitted curve at half-maximal effect
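U2OS Ub(G76V)-GFP reporter; O/N plating, 0.5% FBS; cpd 46 uM–2.9 nM, 4 h, 37 °C; GFP+ cell count, 488/515 nm; norm. to basal vs 10 uM MG-132; CRC fit.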
GFP derepression: epigenetic modulators derepressing GFP locus in mouse cells; hit rate 0.09% among 68,000; AID 597; Potency, µM (doses to about 46.1 µM), for the others: top-dose GFP derepression (activation); mouse C127i GFP locus derepression, cytometry, 30 h; also: % of control where 0% means no effect
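Derepression screen: silenced CMV-GFP reporter in murine C127i cells, 30 h compound incubation at 37 C, washed cells imaged by laser-scanning cytometer to enumerate GFP-expressing objects of 20 to 120 um.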
ALOX15 inhib: blocks human 15-lipoxygenase activity | P16050 | purified 15hLO-1, xylenol orange hydroperoxide absorbance | Potency, µM (top dose mostly 57.1 µM), for inactives: at the top dose activity change, negative = inhibition, actives largely listed as inhibitors | hit rate 1.4% among 74,000 | AID 887; also: potency is read from the fitted curve at half-maximal effect; % is scaled to controls: 0 for no effect and ±100 for the full control effect; nearly all actives have a fitted effect of over 55% in size
Target sequence (P16050 whole entry, looked up): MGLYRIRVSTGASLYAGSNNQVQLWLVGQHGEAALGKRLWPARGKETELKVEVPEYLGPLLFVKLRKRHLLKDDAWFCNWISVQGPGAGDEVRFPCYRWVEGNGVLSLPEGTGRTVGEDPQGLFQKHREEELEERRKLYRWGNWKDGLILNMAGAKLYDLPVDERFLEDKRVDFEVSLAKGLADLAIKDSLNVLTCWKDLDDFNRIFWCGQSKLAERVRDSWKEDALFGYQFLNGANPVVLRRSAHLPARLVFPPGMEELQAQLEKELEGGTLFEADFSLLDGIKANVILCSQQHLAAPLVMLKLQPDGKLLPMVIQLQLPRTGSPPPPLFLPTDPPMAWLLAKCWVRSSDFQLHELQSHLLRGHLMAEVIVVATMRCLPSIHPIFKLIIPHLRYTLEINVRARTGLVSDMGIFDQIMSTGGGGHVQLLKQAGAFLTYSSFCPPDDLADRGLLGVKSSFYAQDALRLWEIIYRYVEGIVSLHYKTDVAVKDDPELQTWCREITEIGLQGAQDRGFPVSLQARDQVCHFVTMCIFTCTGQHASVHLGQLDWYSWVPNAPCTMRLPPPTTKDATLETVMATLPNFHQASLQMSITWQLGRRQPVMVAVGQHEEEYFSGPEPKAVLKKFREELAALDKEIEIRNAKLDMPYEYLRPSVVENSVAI
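Compounds were preincubated 15 min at room temperature with 40 nM purified human enzyme (25 mM Hepes pH 7.5, 0.01% Triton X-100); 50 uM arachidonic acid reacted 6 min. Fe-xylenol orange detection, 30 min, absorbance ratio 573/405 nm.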
Hsp90 Hop PPI: changes Hsp90-Hop TPR2A binding signal, up or down | AlphaScreen TPR2A-His6 binding biotin-Hsp90 C-terminal peptide | Potency, µM (top dose mostly 57 µM), for the others: at the top dose activity change, negative = inhibition | hit rate 0.44% among 71,000; active = well fitted curve in either direction with a large enough effect; inconclusive = small, poorly fitted or top-dose-only effect, or another doubt; also: potency is read from the fitted curve at half-maximal effect; % is scaled to controls: 0 for no effect and ±100 for the full control effect; many of its hits are not listed in these tables
Fluorescein autfl: compound fluoresces in the fluorescein spectral region. Compound autofluorescence, 480/540 nm, fluorescein-equivalent; active compounds read high. max fluorescein-equivalent concentration, M. hit rate 0.91% among 59,000. AID 593; in the data active = max fluorescein-equivalent concentration above about 10 nM; inconclusive = between about 1.1 nM and that limit
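First, buffer (100 mM Tris, pH 8.0) dispensed; second, compounds and fluorescein standards pinned in; third, 15 min room-temperature incubation; finally, imaging at ex 480 nm/em 540 nm. Fluorescence normalized against the six-point fluorescein curve.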
Numbers without * were called inactive; i = inactive; ? = inconclusive; nt = no result given; [ ] = another dose, or the depositor's remark. Unless noted, calls follow the shape of the dose curve; as a rule, active = well fitted curve in the direction sought with a large enough effect; inconclusive = small, poorly fitted or top-dose-only effect, or another doubt; inactive = no such curve, though single readings can be large; an effect the other way counts as inactive or inconclusive.

SMILES	HBB splicing	TexasRed autofl	HADH2 inh	4-MU autofl	Rhodamine autofl	DNA Pol III inh	UbGFP stabilizer	GFP derepression	ALOX15 inhib	Hsp90 Hop PPI	Fluorescein autfl
CCOC(=O)c1oc2cccc(O)c2c1CN(Cc1ccccc1)C(C)=O	-2.4%[0.0738 µM]	nt	1.0%[11.4 µM]	nt	nt	1.5%[11.4 µM]	-13.4%[9.17 µM]	-1.5%	-23.1%[11.4 µM]	-8.3%[11 µM]	nt
CCN(CCNS(=O)(=O)c1ccc2c(c1)oc(=O)n2C)c1ccccc1	0.2%	nt	-1.0%	nt	nt	-2.7%	-3.3%	1.9%	5.4%	0.0%	nt
COc1ncc2ncc(=O)n(CCC#N)c2n1	0.3%	i	-7.5%	i	i	5.0%	2.6%	2.7%[9.22 µM]	-0.3%	0.5%	i
O=C(NCc1ccco1)c1ccc2c(c1)C(=O)N(Cc1ccccc1)C2=O	-4.1%	?	0.8%	i	i	1.6%	1.5%	-0.1%	-8.6%	-7.3%	i
CC(=O)c1cccc(NC(=O)c2ccc(NS(=O)(=O)c3c(C)noc3C)cc2)c1	-1.0%	i	3.1%	i	i	3.3%	-7.4%	0.0%	4.8%	-1.9%	i
O=C(O)[C@@H]1CCCN1	1.8%[9.22 µM]	i	12.0%[11.4 µM]	i	i	-0.8%[11.4 µM]	-7.2%[9.17 µM]	0.0%[9.22 µM]	-1.7%[11.4 µM]	-1.9%[11 µM]	i
CC(C)CN1CCCC2(CCN(C(=O)c3cccc(F)c3)CC2)C1	2.4%	i	-0.2%	i	i	0.1%	-2.6%	0.1%[9.22 µM]	0.2%	-5.0%	?
CCC1CCCCN1C(=O)CSc1nc2c(cnn2-c2ccc(C)cc2)c(=O)[nH]1 (stereo unspecified)	0.8%	nt	2.6%	nt	nt	-5.2%	16.2%	nt	3.6%	-2.0%	nt
Nn1c(SC/C=C/c2ccccc2)nnc1-c1ccncc1	-1.4%	i	-0.4%	i	i	-3.6%	-3.7%	0.0%	-4.1%	-3.0%	i
COc1ccc(NC(=O)C23CCC(C2)C(C)(C)C3=O)cc1 (stereo unspecified)	-0.2%	i	-3.7%	i	i	-4.8%	-0.6%	-2.2%	3.6%	-0.6%	?
C=CCn1c(COc2cccc3cccnc23)nnc1SCC(=O)OC	1.5%	i	-10.5%	i	i	-4.2%	-0.2%	-0.4%	7.0%	0.1%	i
Cn1cccc1Cc1nnc(SCC(=O)NCc2ccccc2)n1-c1ccc(F)cc1	-0.8%	nt	4.2%	nt	nt	1.3%	14.3%	nt	-16.6%	-2.5%[2.3 µM]	nt
C=CCN1C(=O)CS/C1=N/c1nccs1	0.4%	?	-2.4%	i	i	-4.9%	1.4%	4.0%	9.0%	-1.1%	i
CCCOC(=O)c1ccc(Nc2cc(C)nc3ncnn23)cc1	3.4%[1.84 µM]	?	-4.6%	i	i	-5.3%	-3.6%	0.0%	11.7%	-3.3%	?
Cc1cc(=O)oc(C)c1C(=O)NCC1COc2ccccc2O1 (stereo unspecified)	1.2%	i	-4.6%	i	i	4.6%	-9.6%	-1.0%	-23.1%	-1.0%	?
COc1ccc(CNc2ncncc2-c2ccc(C(=O)N(C)C)cc2)c(OC)c1	-0.5%	i	?	i	i	-2.7%	3.2%	2.9%[9.22 µM]	-25.9%	0.0%	i
FC(F)(F)c1cccc(Nc2ncnc3ccccc23)c1	0.1%[57.5 µM]	i	-1.8%	i	i	-4.0%	-5.7%	1.2%	-23.0%	7.9%	?
Cc1c(C(=O)O)oc2ccc(S(=O)(=O)N3CCCCC3C(=O)O)cc12 (stereo unspecified)	0.7%	nt	-2.9%	nt	nt	-8.3%	-3.3%	nt	-5.4%	0.2%	nt
O=[N+]([O-])c1cccc(Cl)c1Cl	-0.2%	nt	-2.0%	nt	nt	-3.2%	nt	nt	-3.7%	-1.5%	nt
Cc1ccc(-c2nc3cnccn3c2Nc2ccccc2)o1	-0.9%	nt	5.9%	nt	nt	-4.2%	-2.2%	nt	?	4.7%	nt
COc1ccc(-n2c(SCC(N)=O)nnc2-c2ccccc2F)cc1	3.8%	i	-1.0%	?	i	-6.0%	-6.7%	-4.2%	5.6%	-4.0%	i
CCn1nc(-c2ccccc2)c2nc3ccccc3nc21	-2.2%[0.369 µM]	i	14.8%	i	i	3.7%	nt	-1.6%	-5.1%	?	2.42e-07M*
Cn1c(SCC(=O)N2CCCCCC2)nc2c([nH]c3ccccc32)c1=O	-0.5%	i	3.7%	4.53e-08M*	i	0.5%	11.4%	0.2%	3.0%	-3.4%	i
COc1ccc(S(=O)(=O)N2CCC(C(=O)N3CCCC3)CC2)cc1	-0.2%[57.5 µM]	i	-3.7%	i	i	2.4%	-3.2%	-1.3%	4.7%	-2.6%	?
CC(C)(C)NC(=O)C1CC(=O)OC12CCCCC2 (stereo unspecified)	0.5%[57.5 µM]	i	15.3%	i	i	-12.8%	-1.0%	9.8%	-2.3%	0.9%	i

Next section.
SMILES	HBB splicing	TexasRed autofl	HADH2 inh	4-MU autofl	Rhodamine autofl	DNA Pol III inh	UbGFP stabilizer	GFP derepression	ALOX15 inhib	Hsp90 Hop PPI	Fluorescein autfl
Nc1ccc(SCCN2C(=O)c3ccccc3C2=O)cc1	3.3%[1.84 µM]	?	2.5%	i	i	-3.7%	3.1%	-0.4%	-5.9%	-4.9%	i
Nc1ccc(N=Nc2c(S(=O)(=O)O)cc3ccccc3c2S(=O)(=O)O)cc1	0.3%[9.22 µM]	?	14.1%[11.4 µM]	?	i	-7.5%[11.4 µM]	0.4%[9.17 µM]	0.0%[9.22 µM]	8.1%[11.4 µM]	-12.0%[11 µM]	?
CCOCC(=O)Nc1c(C(=O)Nc2ccc(OC)cc2OC)oc2ccccc12	8.9%[0.369 µM]	i	338.2%[activator]	2.2e-07M*	i	6.6%	-6.0%	1.6%	-1.7%	?	?
O=C(CSc1nnc(-c2cccs2)n1-c1ccccc1)Nc1ccccc1	-0.4%[57.5 µM]	i	39.2%[activator]	i	i	-4.9%	0.0%	0.0%	-9.4%	1.2%	i
CC[C@H]1OC(=O)[C@H](C)[C@@H](O[C@H]2C[C@@](C)(OC)[C@@H](O)[C@H](C)O2)[C@H](C)[C@@H](O[C@@H]2O[C@H](C)C[C@H](N(C)C)[C@H]2O)[C@](C)(O)C[C@@H](C)CN(C)[C@H](C)[C@@H](O)[C@]1(C)O	0.1%	nt	3.2%	nt	nt	-7.7%	nt	nt	-4.8%	4.3%	nt
CCCCOC(=O)C(C#N)c1nc2ccccc2nc1N1CCN(Cc2ccc3c(c2)OCO3)CC1 (stereo unspecified)	-1.6%[57.5 µM]	?	10.6%	?	i	-0.3%	5.2%	22.9%	2.1%	-9.1%	?
COc1ccc(N2CCN(CC(=O)Nc3c(C)cc(C)cc3C)CC2)cc1	-0.5%	i	14.8%	i	i	-5.9%	1.1%	-2.3%	-23.1%	8.3%	?
CC1Oc2ccccc2N(CC(=O)c2ccccc2)C1=O (stereo unspecified)	nt	i	1.7%	i	i	-4.9%	-4.9%	-3.4%	2.7%	5.8%	i
CC(=O)N1CCN=C1SCc1ccc(Br)cc1	-0.3%	nt	15.6%	nt	nt	-0.3%	11.8%	10.3%	-2.2%	?	nt
CCn1c(SCc2nc3ccccc3c(=O)[nH]2)nc2ccccc2c1=O	-0.9%	i	0.3%	i	i	-7.9%	-5.8%	-2.9%	1.2%	-3.5%	i
Cc1[nH]c2ccccc2c(=O)c1CN(C)Cc1ccccc1	0.0%	?	?	i	i	-3.4%	0.4%	-2.7%	4.3%	-2.1%	i
CCCOc1ccc2c3c(c(=O)oc2c1)CCCC3	-1.3%	?	185.9%[activator]	?	i	2.7%	-2.0%	-3.2%	-10.1%	?	i
CCOC(=O)N1CCN(S(=O)(=O)c2ccc(C)c(C)c2C)CC1	-1.2%	i	?	i	i	-1.8%	0.0%	2.7%	7.3%	-4.0%	i
CCCn1c(SCC(=O)Nc2ccc3c(c2)OCO3)nc2c1c(=O)n(C)c(=O)n2C	-0.2%[57.5 µM]	i	3.2%	i	i	-1.8%	2.0%	3.6%	4.1%	-3.0%	i
CC(=C1C(=O)c2ccccc2C1=O)N1CCc2ccccc2C1	-1.4%	?	?	i	i	-1.6%	-0.6%	-2.0%	36.0%[activator]	-5.0%	?

Screens as filed in PubChem.

These rows are one share of the data; rates above refer to the full screens.
